Compound activity: PubChem, several laboratories
TRPC4 agonist = TRPC4 (mouse) channel activation | Q9QUQ5 | HEK293 TRPC4beta/mu-opioid, Fluo4 calcium fluorescence; stronger effect = higher value | B-score at 10 µM | 0.49% of 310,000 active | AID 2237;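 active = B-score above 5 SD of library B-scores, and initial fluorescence ratio not above library mean plus 5 SD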;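 note: positive B-score marks a calcium rise read as TRPC4 activation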
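Assay system: HEK293 cells stably co-expressing mouse TRPC4beta and mu-opioid receptor / Timing: Fluo4 dye loading 45 min at room temperature, 110 s recording / Signal: Fluo4 calcium-sensitive dye fluorescence, kinetic, 1 Hz baseline / Read-out: integrated baseline-normalised fluorescence ratio, converted to per-well B score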
AI-2 QS mod = modulates the Vibrio harveyi AI-2 quorum sensing system; Vibrio harveyi JMH597 AI-2 luminescence/OD600 ratio, 9 h; stronger effect = lower value; strain lacks LuxN and CqsS sensors; 0 = neutral-control median; activity change, % at 7.5 µM; AID 2094; 0.4% of 300,000 active; in the data active = activity change below about -75%, passing the limit was not always enough;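 note: luminescence divided by OD600 gain over 9 h not by final OD600 alone; inactives centre near 13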
MrgX1 ag = activates human MrgX1 receptor signaling. MrgX1-HEK293 cells, Fluo-4 calcium fluorescence, agonist mode; stronger effect = higher value. B-score at 10 µM. 0.44% of 310,000 active;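 active = calcium response B-score plate-corrected fluorescence ratio at least 3 library SD, with starting fluorescence B-score inside 5 SD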
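Material: HEK293 cells stably expressing human MrgX1 receptor | Quantity: 15,000 cells per well | Times: Cells plated overnight, dye loaded 0.5 h 37 °C, 0.5 h room temperature | Measured by: Kinetic Fluo-4 NW fluorescence of intracellular calcium | Control set: Positive and negative controls per plate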
PolyA inhibitor = blocks polyadenylation in yeast reporter cells; S. cerevisiae SKY197-pL101 polyadenylation reporter, beta-gal luminescence; efflux-impaired pdr1/pdr3 knockout yeast; score 100 = 6 SD above DMSO; calls only at 12 µM; 0.02% of 300,000 active; AID 1875;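 active = lowest replicate activity score at least 50, where 100 means six control SD above control mean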;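 note: yeast exposed to compound for 9 h at 30 °C; higher score means more reporter readthrough which indicates perturbed polyadenylation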
MrgX1 allo act = allosterically activates human MrgX1 receptor signaling | 0.63% of 310,000 active | B-score at 10 µM | Q96LB2 | MrgX1-HEK293, Fluo-4 calcium flux, FDSS; stronger effect = higher value;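 active = plate-corrected calcium response at least 3 library SD above typical, normal starting fluorescence, not activating the receptor alone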;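 note: compound read alongside a low EC10 to EC30 dose of BAM8-22 agonist; peak minus trough fluorescence over baseline measured at the second addition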
TRPC6 inhibitor = mouse TRPC6 channel inhibition. Q61143. HEK293-TRPC6, membrane potential dye, ACh-evoked depolarization; stronger effect = lower value. 1.1% of 310,000 active. AID 2553. B-score at 10 µM;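 active = B-score under library mean minus 3 SD, initial fluorescence not abnormally high, positive integrated signal ratio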;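 note: B-score derived from integrated fluorescence ratio over the kinetic read; more negative B-score means stronger inhibition of depolarization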
Target sequence (Q61143 whole entry, looked up): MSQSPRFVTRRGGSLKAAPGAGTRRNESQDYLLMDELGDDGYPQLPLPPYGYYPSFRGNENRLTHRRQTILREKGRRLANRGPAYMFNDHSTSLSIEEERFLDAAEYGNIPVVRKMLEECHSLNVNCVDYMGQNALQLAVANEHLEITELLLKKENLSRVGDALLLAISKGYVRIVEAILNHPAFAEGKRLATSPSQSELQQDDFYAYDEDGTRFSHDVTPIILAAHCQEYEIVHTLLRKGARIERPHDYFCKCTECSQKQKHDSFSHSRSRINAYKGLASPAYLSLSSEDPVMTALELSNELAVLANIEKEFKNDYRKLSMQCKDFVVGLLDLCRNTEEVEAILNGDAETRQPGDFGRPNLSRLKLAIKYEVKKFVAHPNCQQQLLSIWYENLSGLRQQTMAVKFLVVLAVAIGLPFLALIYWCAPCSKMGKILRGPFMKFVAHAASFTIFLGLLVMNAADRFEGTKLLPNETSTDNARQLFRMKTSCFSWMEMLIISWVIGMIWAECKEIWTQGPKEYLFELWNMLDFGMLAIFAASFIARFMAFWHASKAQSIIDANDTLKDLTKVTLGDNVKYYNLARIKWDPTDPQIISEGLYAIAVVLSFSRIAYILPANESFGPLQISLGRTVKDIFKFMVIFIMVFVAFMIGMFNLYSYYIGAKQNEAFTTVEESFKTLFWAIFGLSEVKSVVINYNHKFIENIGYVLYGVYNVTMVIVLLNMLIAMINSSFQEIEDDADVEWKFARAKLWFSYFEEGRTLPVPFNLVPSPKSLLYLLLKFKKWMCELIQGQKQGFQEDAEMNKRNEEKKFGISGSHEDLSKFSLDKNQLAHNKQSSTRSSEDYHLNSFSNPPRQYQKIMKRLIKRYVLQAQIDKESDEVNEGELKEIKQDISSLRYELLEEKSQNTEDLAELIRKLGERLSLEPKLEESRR
TRPC4 block = blocks the mouse TRPC4 cation channel; Q9QUQ5; HEK293 TRPC4beta/mu-opioid, DAMGO-evoked Fluo4 calcium flux; stronger effect = lower value; B-score at 10 µM; 0.39% of 300,000 active;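 active = B-score over 3 SD under the library average, no early fluorescence shift, positive overall ratio signal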
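Assay system: TRPC4beta/mu-opioid receptor HEK293 cell line; compound dosing: single concentration per test compound; detection: Fluo4 Ca2+ flux fluorescence; evaluation: per-well B score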
HIF act = HIF pathway transcriptional activation; U2OS HRE-luciferase reporter, luminescence; normalized: DMSO 0%, desferrioxamine 100%; 0.32% of 300,000 active; activation, % at 7.5 µM (by protocol); AID 1910;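 active = mean activation of at least 10% of the iron chelator positive control signal, with at least half of replicates also reaching 10%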
TRPC6 activator = activators of mouse TRPC6 channel. Q61143. 0.13% of 310,000 active. B-score at 10 µM. HEK293-TRPC6 membrane potential dye fluorescence; stronger effect = higher value. AID 2550;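 active = B-score of the integrated fluorescence ratio above library mean plus 3 SD, and starting fluorescence ratio within library mean plus 5 SD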;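 note: higher score means more depolarization so channel activation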
TRPC4 PAM = TRPC4 (mouse) allosteric potentiation; 0.42% of 310,000 active; AID 2227; B-score at 10 µM; HEK293 TRPC4beta/mu-opioid, DAMGO EC20, Fluo-4 Ca2+ flux; stronger effect = higher value;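 active = B-score of calcium response area above 5 SD of library B-scores, with initial fluorescence ratio within 5 SD of library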;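 note: B-score of integrated fluorescence ratio over time as area under calcium response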
MrgX1 antag = human MrgX1 receptor antagonism, primary screen; Q96LB2; MRGX1-HEK293 calcium flux, Fluo-4, BAM8-22 antagonism; stronger effect = lower value; B-score at 10 µM; 1.3% of 310,000 active; AID 588676;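 active = calcium-response B-score plate-corrected more than 3 library SD below zero, starting fluorescence within 5 deviations, no agonist response on first addition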;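 note: peak minus trough fluorescence over baseline after final BAM8-22 challenge near maximal dose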
The depositor's hits bear a star; i = inactive; nt = no result given. The list is partial (hit frequency here may not be typical).

Structure	TRPC4 agonist	AI-2 QS mod	MrgX1 ag	PolyA inhibitor	MrgX1 allo act	TRPC6 inhibitor	TRPC4 block	HIF act	TRPC6 activator	TRPC4 PAM	MrgX1 antag
Cc1ccccc1OCC(=O)Nc1ccc(NC(=O)c2ccco2)cc1	i	6	i	i	i	i	i	0.4	i	i	i
CSc1ccc2[nH]c(=O)cc(C)c2c1	i	24	i	i	i	i	i	0.8	i	i	i
Cc1ccc(N(Cc2cc3ccc(C)cc3[nH]c2=O)S(=O)(=O)c2ccccc2)cc1	i	35	i	i	i	i	i	-0.1	i	i	i
Cn1c(=O)c2c(nc(N3CCN(C(=O)c4ccco4)CC3)n2CCSc2ncccn2)n(C)c1=O	i	13	i	i	i	i	i	-0.1	i	i	i
CCCN1CNc2c(c(=O)[nH]c(=S)n2-c2ccccc2Cl)C1	i	11	i	nt	i	i	i	nt	i	i	i
NC(=O)CC(NC(=O)Cc1ccc(Cl)cc1)c1ccc(NC2CCCCC2)c([N+](=O)[O-])c1 (stereo unspecified)	i	17	i	i	i	i	i	1.2	i	i	i
Cc1c(/C=N\NC(=O)c2cccc(F)c2)cnn1C	i	7	i	i	i	i	i	3.0	i	i	i
COc1ccc(CCNC(=O)c2nonc2N)cc1OC	i	17	i	i	i	i	i	-0.1	i	i	i
COC(=O)c1sc(NC(C)=O)c(C(=O)OC)c1C	i	-8	i	i	i	i	i	-0.3	i	i	i
CCc1nn(CCCC(=O)Nc2ccc(C)c(C)c2)c(=O)c2cc3occc3n12	i	-4	i	i	i	i	i	0.0	i	i	i
O=C(Nc1ccc(F)cc1F)C1(c2cccs2)CCOCC1	i	17	i	i	i	i	i	-0.1	i	i	i
Cc1cc(NC(=O)c2cc(-c3ccco3)on2)n(-c2ccccc2)n1	i	31	i	i	i	i	i	-0.4	i	i	i
COc1ccc2[nH]c3c(NCCCN4CCCC4=O)ncnc3c2c1	i	-6	i	i	i	i	i	1.2	i	i	i
Cc1cc(NC(=O)c2cc(-c3ccco3)on2)nn1Cc1ccc(Cl)cc1	i	2	i	i	i	i	i	1.7	i	i	i
COc1ccc(N(C)C(=O)c2ccc3c(c2)nnn3C)cc1	i	-5	i	i	i	i	i	-0.4	i	i	i
Cc1onc(-c2ccccc2)c1C(=O)N1CCN(CCc2ccccc2)CC1	i	25	i	i	i	i	i	-0.2	i	i	i
CCCC[C@@H]1CNC(=O)C(=O)N1CCCc1cc(OC)c(OC)c(OC)c1	i	18	i	i	i	i	i	0.1	i	i	i
Cc1ccc(-n2ncc3c(NCc4ccccn4)ncnc32)c(C)c1	i	18	i	i	i	i	i	1.4	i	i	i
COc1cc(NCCCC(C)N)c2ncccc2c1 (stereo unspecified)	i	8	nt	i	nt	i	i	-0.2	i	i	nt
CCOC(=O)N1CCN(C(=O)C2CCC(=O)N(Cc3ccc(Cl)cc3)C2)CC1 (stereo unspecified)	i	18	i	i	i	i	i	-0.2	i	i	i
CC(C)(C)OC(=O)N1CCC2(CC1)Oc1ccc(F)cc1C(=O)C21CC(c2cccnc2)=NO1 (stereo unspecified)	i	-2	i	nt	i	i	i	0.1	i	i	i
Cc1ccc(CCNC(=O)C23CN(Cc4ccccc4)CC2C(c2cccc([N+](=O)[O-])c2)=NO3)cc1 (stereo unspecified)	i	22	i	i	i	i	i	0.9	i	i	i
O=C(Nc1ccc(S(=O)(=O)N2CCCCC2)cc1)C1CC1	i	16	i	i	i	i	i	0.1	i	i	i
O=C(C1CCCO1)N1CCN(C(=S)Nc2cccc(Cl)c2)CC1 (stereo unspecified)	i	30	i	i	i	i	i	-0.2	i	i	i
CCN(CC)c1ccc([C@H]2[C@@H]3CCCC[C@]3(O)CCN2CC(=O)NCc2ccco2)cc1	i	8	i	i	i	i	i	-0.8	i	i	i
COc1ccc(C(=O)NCC(=O)N/N=C/c2ccc(C)o2)cc1OC	i	7	i	i	i	i	i	-0.2	i	i	i
CC(C)(C)NC(=O)NC(=O)CN1CCN(c2ccccc2)CC1	i	-15	i	i	i	i	i	-0.2	i	i	i
CCCN=C(N)/C(C(=O)OCC)=C(\O)c1ccc(OC)cc1	i	19	i	i	i	i	i	0.2	i	i	i
COc1ccc(OCc2cc(C(=O)NC(C)Cc3ccccn3)no2)c(Cl)c1 (stereo unspecified)	i	17	i	i	i	i	i	1.4	i	i	i
O=C1NC(=O)/C(=C\c2ccc(Oc3ccc([N+](=O)[O-])cn3)cc2)S1	i	61	i	i	i	i	i	0.2	i	i	i

Additional structures.
Structure	TRPC4 agonist	AI-2 QS mod	MrgX1 ag	PolyA inhibitor	MrgX1 allo act	TRPC6 inhibitor	TRPC4 block	HIF act	TRPC6 activator	TRPC4 PAM	MrgX1 antag
O=C(NCc1cccnc1)c1ccc(Br)s1	i	7	i	i	i	i	i	nt	i	i	i
COCC(=O)N1CCC(Oc2ccc(C(=O)N3CCCCCC3)cc2)CC1	i	17	i	i	i	i	i	-0.1	i	i	i
C=CCOc1c(Br)cc(CNn2cn[nH]c2=S)cc1OC	i	17	i	i	i	i	i	0.0	i	i	i
Fc1cccc(Cl)c1Cn1nnc2c(N3CCC4(CC3)OCCO4)ncnc21	i	2	i	i	i	i	i	-36	i	i	i
CCOc1cccc(C(=O)N(Cc2ccc(F)cc2)C2CCS(=O)(=O)C2)c1 (stereo unspecified)	i	15	i	i	i	i	i	nt	i	i	i
Cc1onc(-c2ccc(Cl)cc2Cl)c1-c1csc(N/N=C/c2ccccc2Cl)n1	i	7	i	i	i	i	i	-0.8	i	i	i
O=C1NC(=Nc2ccc(Cl)cc2)/C(=C/c2ccco2)S1	i	40	i	i	i	i	i	0.4	i	i	i
O=[N+]([O-])c1ccc(N=Cc2sc3ccccc3c2O)cc1	i	16	i	i	i	i	i	0.6	i	i	i
O=C(CCCCl)Oc1ccc2cc(-c3ccc4ccccc4n3)c(=O)oc2c1	i	14	i	i	i	i	i	0.3	i	i	i
CCS(=O)(=O)c1ccc(O)c(NC(=O)COc2ccc(Br)cc2)c1	i	11	i	i	i	i	i	0.1	i	i	i
Cc1ccc(-n2cccc2C(=O)NS(=O)(=O)c2ccc(C)cc2)cc1	i	-2	i	i	i	i	i	0.0	i	i	i
Cc1cccc(OCC(=O)NCCNC(=O)c2cnccn2)c1	i	15	i	i	i	i	i	0.3	i	i	i
CCN1CCCC1CN(Cc1cc2ccc(C)cc2[nH]c1=O)C(=S)Nc1ccccc1C(=O)OC (stereo unspecified)	i	20	i	i	i	i	i	1.4	i	i	i
O=C(NCC(=O)N1CCC2(CC1)NCCc1[nH]cnc12)c1ccccc1F	i	10	i	i	i	i	i	-0.1	i	i	i
CC(=O)c1c(C)[n+]([O-])c2ccc3c(non3O)c12	i	43	i	i	i	i	i	0.5	i	i	i
NCC(=O)CCC(=O)O	i	23	i	i	i	i	i	0.7	i	i	i
CCc1cc(=O)oc2cc(OCC(=O)NCC3CCC(C(=O)O)CC3)ccc12 (stereo unspecified)	i	18	i	i	i	i	i	0.1	i	i	i
COc1cccc(COC(=O)c2c(C)nn(-c3ccccc3)c2Cl)c1OC	i	22	i	i	i	i	i	-0.4	i	i	i
Cc1ccc(S(=O)(=O)c2ccc(Cl)cc2)cc1S(=O)(=O)N1CCN(C)CC1	i	17	i	i	i	i	i	0.0	i	i	i
COCc1nnc(NC(=O)CS(=O)(=O)Cc2ccccc2)s1	i	-3	i	i	i	i	i	-32	i	i	i
O=C(NCc1ccco1)C1CCN(Cc2ccc(F)cc2)CC1	i	19	i	i	i	i	i	0.2	i	i	i
Cc1ccc(CNC(=O)CC2C(=O)Nc3c2c(=O)n(C)c(=O)n3Cc2ccccc2)cc1 (stereo unspecified)	i	-9	i	i	i	i	i	-0.5	i	i	i
CCCCC(=O)Nc1c2c(nn1-c1ccc([N+](=O)[O-])cc1)CS(=O)(=O)C2	i	21	i	i	i	i	i	0.3	i	i	i
Cc1noc(NS(=O)(=O)c2ccc(N)cc2)c1C	i	-68	i	i	i	i	i	0.2	i	i	i
C1=CC2CCC1ON2c1ccccc1 (stereo unspecified)	i	-9	i	i	i	i	i	-0.6	i	i	i
CC1=C(C(=O)Nc2ccccc2)C(c2ccc(O)cc2)N2C(=O)CSC2=N1 (stereo unspecified)	i	32	i	i	i	i	i	-0.2	i	i	i
COc1ccccc1Oc1ccccc1[N+](=O)[O-]	i	21	i	i	i	i	i	0.9	i	i	i
CS(=O)(=O)N1CCC(C(=O)NCc2ccc(Cl)cc2Cl)CC1	i	16	i	i	i	i	i	-0.4	i	i	i
O=C(CN1CCOc2ccccc21)NCc1cccs1	i	26	i	i	i	i	i	-0.5	i	i	i
Cc1cccc(C)c1OCc1cc(C(=O)N(Cc2c(C)nn(C)c2C)C2CC2)no1	i	5	i	i	i	i	i	-0.7	i	i	i

Taken from above:
`Fc1cccc(Cl)c1Cn1nnc2c(N3CCC4(CC3)OCCO4)ncnc21` – AI-2 QS mod: 2
`CC1=C(C(=O)Nc2ccccc2)C(c2ccc(O)cc2)N2C(=O)CSC2=N1` (stereo unspecified) – HIF act: -0.2

Additional structures follow:
Structure	TRPC4 agonist	AI-2 QS mod	MrgX1 ag	PolyA inhibitor	MrgX1 allo act	TRPC6 inhibitor	TRPC4 block	HIF act	TRPC6 activator	TRPC4 PAM	MrgX1 antag
Cc1ccc(S(=O)(=O)Cc2ccc(C(=O)NC3CCCCCC3)o2)cc1	i	5	i	i	i	i	i	-0.1	i	i	i
Cc1nn(C(C)(C)C)c(OC(=O)c2ccc3c(c2)OCO3)c1Sc1ccccc1	i	10	i	i	i	i	i	0.4	i	i	i
O=C(O)C1CC=CCC1C(=O)Nc1cccc([N+](=O)[O-])c1 (stereo unspecified)	i	15	i	i	i	i	i	-0.6	i	i	i
CC(C)C[C@H](NC(=O)OC(C)(C)C)C(=O)N/N=C/C1=Cc2ccccc2OC1C (stereo partly specified)	i	16	i	i	i	i	i	0.4	i	i	i
